Compound activity: PubChem, National Center for Advancing Translational Sciences (NCATS)
MCF10A rerep: induces DNA re-replication in MCF 10a normal breast cells. MCF 10A DNA re-replication, Hoechst nuclear intensity, 48 h. Potency, µM (top dose mostly 46.1 µM), for the others: top-dose activity, positive = re-replication, usual class: activators. 350,000 compounds, 2.9% hits. AID 624296; also: potency is read from the fitted curve at half-maximal effect; % of control where 0% means no effect; nearly all actives have a fitted effect of over 50% in size
IL-1B inflam inh: inhibitors of inflammasome signaling (IL-1 beta secretion); 360,000 compounds, 4.7% hits; activity change, % at 57.5 µM; THP-1 LPS/ATP IL-1B secretion, AlphaLISA, 16 h; hits give low values; in the data active = activity change below about -50%; inconclusive = mostly about -30% to -49%; also: % is scaled to controls: 0 for no effect and ±100 for the full control effect
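THP-1 cells pretreated 1 hr with compounds (up to 57.5 uM final), then stimulated with LPS (250 ng/mL final) plus ATP (1.25 mM final); secreted IL-1B measured by AlphaLISA after 16 hr, decreased signal indicating inhibition.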
KB-V1 MDR tox: kills drug-selected multidrug resistant KB-V1 cells | KB-V1 MDR cells viability, CellTiter-Glo, 72 h | Potency, µM (doses to about 46.1 µM), inactives show at the highest dose activity change, negative = cytotoxicity, actives largely listed as cytotoxic | 400,000 compounds, 3.4% hits; also: potency is read from the fitted curve at half-maximal effect; % is scaled to controls: 0 for no effect and ±100 for the full control effect; nearly all actives have a fitted effect of over 60% in size
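KB-V1, DMEM (no phenol red) + 10% FBS; cpd pin-transferred, titration series; 72 h, 37 degrees C; CellTiter-Glo, luminescence. Data normalized, curve-fit.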
HT1080 IDH1KD tx: toxicity to HT-1080 IDH1 knockdown cells (counter line) | HT-1080 IDH1 knockdown viability, ATP luminescence, 48 h | 360,000 compounds, 2% hits | AID 686971 | Potency, µM (highest dose often 46.1 µM), inactives show top-dose activity, negative = toxicity, most hits filed as cytotoxic;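 also: potency is read from the fitted curve at half-maximal effect; 0% = DMSO wells and -100% = cell-free medium wells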
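Viability of IDH1-knockdown HT-1080 fibrosarcoma cells was assessed by CellTiter-Glo after 48 h at 37 °C with titrated compound; concentration-effect curves were classified by fit quality and response size.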
KB-3-1 tox: kills parental KB-3-1 adenocarcinoma cells. KB-3-1 viability, CellTiter-Glo ATP luminescence, 72 h. Potency, µM (titrated, usually from 46.1 µM), without a hit: top-dose activity change, negative = cytotoxic, actives largely listed as cytotoxic. 400,000 compounds, 1.4% hits. AID 1347075; also: potency is read from the fitted curve at half-maximal effect; % is scaled to controls: 0 for no effect and ±100 for the full control effect; nearly all actives have a fitted effect of over 60% in size
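Cytotoxicity in the drug-sensitive parental line KB-3-1 was scored as loss of CellTiter-Glo luminescence following 72 h incubation with compound. Values come from curve fitting of normalized concentration-response data.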
HEK293 tox: cytotoxicity counter-screen for GLP-1 receptor inverse agonists. HEK293 cAMP-luciferase reporter cells, luminescence, 24 h. Potency, µM (doses to about 38.3 µM), inactives show at the top dose activity change, negative = inhibition, most hits filed as inhibitors. 410,000 compounds, 0.13% hits. AID 624418;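 also: loss of luciferase light is scored as toxicity; potency is read from the fitted curve at half-maximal effect; % is scaled to controls: 0 for no effect and ±100 for the full control effect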
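A 23 nL compound transfer followed 12 hours of cell culture at 37 deg C; exposure then lasted 24 hr. Luciferase assay detection reagent was dispensed and plates read for luminescence after a 12 min room-temperature wait.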
SW480 rereplic: induces DNA re-replication in SW480 colon adenocarcinoma cells. SW480 DNA re-replication, Hoechst DNA content imaging, 48 h. Potency, µM (doses to about 46.1 µM), inactives show top-dose re-replication activation, hits mostly activators. 340,000 compounds, 1.8% hits. AID 624297; also: potency is read from the fitted curve at half-maximal effect; % of control where 0% means no effect; nearly all actives have a fitted effect of over 55% in size
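Hoechst fluorescence of nuclei (405 nm excitation, 500-530 nm emission) measured by plate-scanning imager after 48 hr compound exposure at 37 C; re-replication scored as increased number of nuclei with elevated intensity.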
HT1080NT lethal: kills 2HG-producing HT-1080-NT fibrosarcoma cells; 360,000 compounds, 1.6% hits; AID 686970; Potency, µM (titrated, usually from 46.1 µM), for the others: top-dose activity, negative = less viability, most hits filed as cytotoxic; HT-1080-NT fibrosarcoma viability, CellTiter-Glo ATP luminescence, 48 h;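 also: NT is the 2HG producing partner of a matched IDH1 knockdown line; potency is read from the fitted curve at half-maximal effect; 0% = DMSO-treated cells and -100% = media-only wells without cells; nearly all actives have a fitted effect of over 55% in size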
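Read-out is CellTiter-Glo luminescence after 10 minutes at room temperature, following 48 hours' compound treatment of HT-1080-NT cells (750 cells/well, RPMI, 5% FBS, 37 degrees C).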
D3 ag: activates the human D3 dopamine receptor. max activation, %. 410,000 compounds, 0.58% hits. AID 652048. P35462. D3R DiscoveRx beta-arrestin cells, luminescence, 90 min; in the data active = max activation above about 30%; also: 0% is about no effect; mostly tested at two doses, the higher about 12 µM
Target sequence (P35462 whole entry, looked up): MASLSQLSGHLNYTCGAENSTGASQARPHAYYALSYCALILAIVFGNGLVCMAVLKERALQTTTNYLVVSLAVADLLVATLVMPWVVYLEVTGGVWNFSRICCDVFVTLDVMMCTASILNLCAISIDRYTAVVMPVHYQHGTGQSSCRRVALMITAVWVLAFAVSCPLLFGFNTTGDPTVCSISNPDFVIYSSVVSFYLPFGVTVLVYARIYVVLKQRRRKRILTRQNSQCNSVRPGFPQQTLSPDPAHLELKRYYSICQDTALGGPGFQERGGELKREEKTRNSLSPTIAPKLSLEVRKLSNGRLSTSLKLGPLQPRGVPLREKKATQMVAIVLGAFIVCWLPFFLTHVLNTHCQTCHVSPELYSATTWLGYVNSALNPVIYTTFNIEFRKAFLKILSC
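Agonist-mode cell screen: cells plated at 1500/well and incubated overnight at 37 °C, then exposed to library compounds for 90 min at 37 °C. Detection reagent was added for 30–60 min at room temperature, and luminescence was read.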
Active calls of the source: *; u = inconclusive; x = not tested or not shown; & = joins results of further samples; [ ] = dose if it differs, or a comment. Unless noted, calls follow the shape of the dose curve; as a rule, active = well fitted curve in the direction sought with a large enough effect; inconclusive = small, poorly fitted or top-dose-only effect, or another doubt; inactive = no such curve, though single readings can be large; an effect the other way counts as inactive or inconclusive.

compound	MCF10A rerep	IL-1B inflam inh	KB-V1 MDR tox	HT1080 IDH1KD tx	KB-3-1 tox	HEK293 tox	SW480 rereplic	HT1080NT lethal	D3 ag
O=C(NCC(=O)N(c1cccc(F)c1)C(C(=O)NCC1CCCO1)c1ccccc1)c1ccco1 (configuration not stated)	-1.9%	-2.3	17.9%	4.0%	13.5%	-15.6%	-0.2%	-5.0%	2.6
O=C(NCC(O)c1ccc([N+](=O)[O-])cc1)C1=COCCO1 (configuration not stated)	-1.8%	-6.5	u	-9.4%	-1.6%	3.1%	1.1%	11.9%	-9.8
Cc1nn(-c2ccccc2)nc1CNS(C)(=O)=O	10.8%	x	-3.5%	17.4%	1.5%	6.3%	-9.2%	4.3%	8.8
CCOc1ccccc1N1CCN(C(=O)c2cc(-c3cccnc3)nc3c(Cl)cccc23)CC1	12.5%	8.9	x	5.1%	x	1.4%	9.4%	1.6%	-1.9
O=C(CSc1nc2ccccc2nc1Cc1ccc(Cl)cc1)N1CCCc2ccccc21	x	x	-8.0%	x	-9.7%	u	x	x	-15.1
Cc1cnc(C(=O)Nc2c(-c3ccccc3)[nH][nH]c2=O)cn1	x	21.2	-6.4%	3.3%	0.6%	1.9%	x	-1.4%	-9.8
COc1ccc(NC(=O)CC(C)S(=O)(=O)c2cc3c(cc2C)NC(=O)CO3)cc1OC (configuration not stated)	x	x	27.4%	x	0.9%	-3.2%	x	x	1.3
CCN(CC)CCCN=Cc1c(O)n(Cc2ccccc2)c(=O)c2ccccc12	-0.4%	u	u	u	-1.6%	-9.7%	-0.4%	u	-6.2
CC(C)Cc1nnc(NC(=O)C2CCN(C(=O)c3ccc(F)cc3)CC2)s1	-4.4%	3.2	5.0%	14.2%	-8.5%	-13.7%	-0.2%	18.1%	9.1
O=C(Cc1ccon1)c1ccc(O)cc1O	1.6%	23.3	0.0%	0.8%	22.6%	1.7%	-1.4%	20.0%	-0.3
O=C1c2ccccc2C(=O)N1CCCc1nc(-c2ccccn2)no1	-0.1%	6.1	1.1%	3.9%	10.1%	-16.9%	-7.8%	5.3%	0.9
COc1cc(NC(=O)CSc2nccc(=O)[nH]2)c(C)cc1[N+](=O)[O-]	14.8%	58.8	30.0%	-11.6%	3.0%	-1.7%[7.66 µM]	0.3%	-16.8%	-3.3
Cn1c(N)c(C(c2ccccc2)c2c(N)n(C)c(=O)n(C)c2=O)c(=O)n(C)c1=O	-42.9%[inhibitor]	2.1	-4.2%	4.9%	8.9%	-14.0%	-96.6%[inhibitor]	u	-10.6
CC(C(=O)Nc1ccc(S(=O)(=O)N2CCOCC2)cc1)N1CCN(c2ccccn2)CC1 (configuration not stated)	-9.1%	41.8	-21.2%	-1.6%	-0.8%	5.9%	-2.4%	0.0%	1.0
O=C1c2ccc(Cl)cc2S(=O)(=O)c2cccc(C(=O)N3CCC(Cc4ccccc4)CC3)c21	u	-99.2*	16.6%	u	0.0%	0.6%	u	u	-7.5
CCOc1ccc(NC(=O)CNS(=O)(=O)c2c(C)cc(C)cc2C)cc1	12.4%	-1.3	x	1.8%	x	-5.6%	-3.6%	2.8%	1.4
COc1ccc(-c2noc3c2-c2nc(-c4ccccc4C)sc2CC3)cc1	u	52.6	u	u	18.4µM*	2.1%	20.6µM*	13µM*	0.4
O=C(N1CCOCC1)N1c2ccccc2Sc2ccccc21	-1.5%	-10.4	u	14.1µM*	-13.9%	2.0%	8.2%	u	-5.6
O=C(Nc1cccc2nsnc12)c1cccs1	6.1%&8.1%	-19.4&-11.9	u	0.6%&-1.5%	-3.1%&1.5%	-7.0%&154.9%	-1.6%&4.6%	6.6%&-1.9%	-2.8&1.6
COc1cc2ccccc2cc1C(=O)Nc1ccc(N2CCN(C)CC2)cc1	u	-2.9	u	u	u	u	u	u	1.1
O=C(NN=C1c2ccccc2-c2ccccc21)c1cccc(Br)c1	u	-10.7	u	5.5%	-3.4%	-3.4%	19.0%	12.1%	8.0
CN1CCN(CC#CCC(O)(c2ccccc2)C2CCCC2)CC1 (configuration not stated)	5.9%	-6.0	-16.0%	0.5%	-0.7%	-13.0%	0.2%	-9.5%	-17.4
COc1ccccc1N1C(=O)CC(Sc2ncccc2C(=O)O)C1=O (configuration not stated)	11.3%	9.6	5.6%	16.3%	-3.5%	-4.3%	-1.9%	20.0%	2.7
Cc1cc(C)cc(NC(=O)CSc2nc3c([nH]c4ccccc43)c(=O)n2-c2ccc(F)cc2)c1	x	x	u	x	-8.9%	10.3%	x	x	-19.3
CN(CCC1CCOCC1)C(=O)CC1C(=O)NCCN1Cc1cccc(F)c1 (configuration not stated)	3.2%	3.3	-9.2%	7.4%	0.0%	0.4%	-0.7%	3.7%	2.8

2 compounds drawn at random from the list so far, as already listed:
compound	MCF10A rerep	IL-1B inflam inh	KB-V1 MDR tox	HT1080 IDH1KD tx	KB-3-1 tox	HEK293 tox	SW480 rereplic	HT1080NT lethal	D3 ag
CCOc1ccccc1N1CCN(C(=O)c2cc(-c3cccnc3)nc3c(Cl)cccc23)CC1	12.5%	8.9	x	5.1%	x	1.4%	9.4%	1.6%	-1.9
Cc1cc(C)cc(NC(=O)CSc2nc3c([nH]c4ccccc43)c(=O)n2-c2ccc(F)cc2)c1	x	x	u	x	-8.9%	10.3%	x	x	-19.3

(list continues)
compound	MCF10A rerep	IL-1B inflam inh	KB-V1 MDR tox	HT1080 IDH1KD tx	KB-3-1 tox	HEK293 tox	SW480 rereplic	HT1080NT lethal	D3 ag
CCCn1c(N)c(N(CCOC)C(=O)CSCC(=O)Nc2cccc(C)c2)c(=O)[nH]c1=O	0.8%	15.6	18.7%	1.2%	0.5%	8.9%	-8.1%	5.8%	3.2
O=C(c1cc(Cl)ccc1F)N1CCCC(Nc2ccc3c(c2)OCCO3)C1 (configuration not stated)	11.2%	-12.0	u	-2.2%	-1.6%	15.6%	-1.8%	-0.1%	-5.0
COc1ccccc1C(=O)NC(=O)COC(=O)c1oc2ccccc2c1C	14.1%	-10.0	14.3%	8.9%	10.2%	5.5%	-5.8%	5.2%	1.7
CCn1c(=O)c2cc(C(=O)Nc3ccccc3OC)sc2c2ccccc21	18.9%	-19.2	u	1.6%	-3.7%	8.8%	9.0%	11.9%	5.3
COc1cccc(C(=O)NC2(C(F)(F)F)N=C3SCCN3C2=O)c1 (configuration not stated)	-3.6%	19.1	-0.9%	-1.0%	2.7%	-1.6%	-6.3%	-17.7%	0.0
CC(=O)N1CCN(c2ccccc2NC(=O)c2ccco2)CC1	-28.6%	-27.6	u	3.6%	-0.3%	-6.9%	-6.8%	2.9%	-2.6
CC(C)(C)OC(=O)C[C@@H]1C/C=C\C[C@@H](CC(=O)NCCO)C(=O)NC[C@@H](c2ccccc2)OC1=O	0.9%	0.8	8.0%	6.6%	10.7%	12.2%	-13.2%	u	-6.9
CSc1c2c([nH]c(=O)c1C#N)-c1ccccc1CC2	x	0.0	-3.8%	u	15.0%	10.3%	x	1.9%	3.5
CCOc1ccc(Nc2nc(-c3cccnc3)cs2)cc1	-0.8%	-16.1	7.4%	-2.4%	-1.0%	-6.5%	u	1.5%	-6.9
O=C1CCC(C(=O)N2CCSCC2)CN1CCc1ccccc1 (configuration not stated)	2.2%	4.2	29.0%	4.8%	-14.7%	-4.7%	-3.3%	-2.9%	2.1
C=CCN(c1ccccc1)S(=O)(=O)c1cccc(C(=O)N2CCCC2)c1	9.0%	7.2	-16.8%	8.0%	-12.1%	7.0%	-7.9%	0.9%	-3.9
CC(C)C[C@H]1CNC(=S)N1CC1CCCN1C[C@H](Cc1ccccc1)N1C[C@H](Cc2ccccc2)N(CC2CCCCC2)C1=S (some centres not stated)	x	u	-0.5%	u	-0.1%	3.5%	x	-3.9%	2.3
Cc1c(Cl)cccc1NC(=O)COC(=O)Cc1ccsc1	-0.5%	10.1	u	8.6%	-16.9%	2.7%	-10.1%	12.4%[9.24 µM]	-2.3
CC1(C(=O)NS(=O)(=O)c2cccc(OC(F)F)c2)CCN1C(=O)c1ccccc1 (configuration not stated)	x	38.4	2.6%	6.4%	0.0%	2.1%	x	15.7%	-13.3
CCN1/C(=C/c2ccc3cc(C)ccc3[n+]2C)Sc2ccc3sccc3c21	u	-13.4	-9.0%	u	-1.1%	u	u	16.4µM*	-8.1
COc1ccc(OC)c(S(=O)(=O)N2CCN(C(=O)c3cc(C4CC4)nn3-c3ccccc3)CC2)c1	12.8%	u	0.0%	-0.6%	-24.7%	1.5%	-13.3%	2.7%[9.24 µM]	-6.1
CC(C)N(C(=O)CSc1nc2c([nH]1)c(=O)n(C)c(=O)n2C)c1ccccc1	-3.3%	22.2	26.8%	10.0%	14.3%	4.6%	1.8%	1.0%	-17.2
CCOC(=O)c1c(S(=O)(=O)NCC(=O)NCc2cccc(C)c2)c(C)n(C)c1C	8.2%	-10.7	u	7.5%	14.7%&1.2%	-13.0%&-0.7%	-14.9%	15.5%	0.9&1.7
COc1cc(-c2c(-c3cccc(C)c3)oc3ccccc23)cc(OC)c1OC	u	0.0	-5.3%	-2.2%	-0.9%	-7.0%	1.6%	-0.2%	-3.8
O=C(CC[C@H]1O[C@@H](n2cnc3c(NC(=O)c4ccccc4)ncnc32)[C@H](O)[C@@H]1O)NCc1nc2ccccc2[nH]1	x	17.7	-6.4%	1.7%	0.1%	3.9%	x	u	3.5
CCN1CCC2(CC1)C(C#N)=C(N)Oc1c2sc2nc(C)cc(C)c12	0.5%	-10.3	-9.0%	-4.7%	-9.7%	-12.1%	2.1%	-21.1%	17.5
CCOC(=O)c1cnc(C(C)(C)C)[nH]c1=O	-3.6%	-4.7	u	8.9%	2.0%	13.8%	-3.8%	4.7%	5.6
COc1ccc(N2CCN(CCCNC(=O)C3COc4ccccc4C3)CC2)cc1 (configuration not stated)	x	x	-29.9%	x	-16.7%	2.8%	x	x	-12.7
